Screening results: PubChem BioAssay, National Center for Advancing Translational Sciences (NCATS)
KAT2A inh: qHTS Assay for Inhibitors of GCN5L2; Histone acetyltransferase KAT2A (Homo sapiens), Q92830; GCN5L2 HAT assay, ThioGlo1 CoA-SH fluorescence; Potency, µM (titrated, usually from 58.9 µM), for the others: top-dose activity change, negative = inhibition, most hits filed as inhibitors; 390,000 compounds, 0.21% hits
Target sequence (Q92830 whole entry, looked up): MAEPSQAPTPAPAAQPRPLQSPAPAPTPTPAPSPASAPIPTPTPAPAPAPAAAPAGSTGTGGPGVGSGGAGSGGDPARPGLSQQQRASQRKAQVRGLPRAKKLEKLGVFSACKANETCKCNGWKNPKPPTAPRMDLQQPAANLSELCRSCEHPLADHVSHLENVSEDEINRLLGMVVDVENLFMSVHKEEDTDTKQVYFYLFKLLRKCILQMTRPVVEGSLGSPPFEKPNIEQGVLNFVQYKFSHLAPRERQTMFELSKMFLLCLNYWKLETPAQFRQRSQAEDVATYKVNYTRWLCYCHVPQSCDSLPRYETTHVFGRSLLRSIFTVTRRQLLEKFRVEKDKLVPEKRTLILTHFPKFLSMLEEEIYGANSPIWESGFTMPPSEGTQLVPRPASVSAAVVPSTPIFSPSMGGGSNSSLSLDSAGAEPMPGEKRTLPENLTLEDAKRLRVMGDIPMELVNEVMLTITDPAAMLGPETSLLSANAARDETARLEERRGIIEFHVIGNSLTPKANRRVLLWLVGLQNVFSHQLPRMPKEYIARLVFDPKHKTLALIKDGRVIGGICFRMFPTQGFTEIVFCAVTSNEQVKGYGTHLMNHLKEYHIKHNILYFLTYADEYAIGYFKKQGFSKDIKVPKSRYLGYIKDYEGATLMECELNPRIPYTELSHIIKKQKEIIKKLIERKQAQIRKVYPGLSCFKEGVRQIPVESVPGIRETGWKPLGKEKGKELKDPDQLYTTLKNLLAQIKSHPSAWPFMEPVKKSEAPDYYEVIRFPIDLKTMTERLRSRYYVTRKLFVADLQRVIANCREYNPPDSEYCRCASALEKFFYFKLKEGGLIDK
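GCN5L2 (20nM final) in 50mM HEPES, 0.1mM EDTA pH 7.5, 0.01% Tween-20 was preincubated 15 min at room temperature with compound, then given ThioGlo1 (50uM), H3(1-25) peptide (75uM) and acetyl-CoA (70uM); CoA-thiol fluorescence (Ex340/Em540) was read at 0 and 20 min.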
TDP1 inh: qHTS Assay for Inhibitors of Tyrosyl-DNA Phosphodiesterase (TDP1). Tyrosyl-DNA phosphodiesterase 1 (Homo sapiens), Q9NUW8. recombinant TDP1, AlphaScreen DNA substrate cleavage. Potency, µM (highest dose often 130 µM), without a hit: at the highest dose activity change, negative = inhibition, hits mostly inhibitors. 350,000 compounds, 0.28% hits. AID 485290, 2010; also: nearly all actives have a fitted effect of over 40% in size
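E. coli-derived human Tdp1, 1 nM final. Cpd preinc 15 min RT; substrate 15 nM final, 5 min RT; AS bead mix 10 ug/ml final, 10 min RT. Signal loss = tyrosine-FITC cleavage. No-enzyme wells = max signal.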
TDP1 cell noCPT: qHTS for Inhibitors of human tyrosyl-DNA phosphodiesterase 1 (TDP1): qHTS in cells in absence of CPT. DT40 Tdp1-/- hTDP1 cells, no CPT, ATP luminescence, 48 h. Potency, µM (titrated, usually from 46.2 µM), inactives show at the top dose activity change, negative = growth inhibition, actives largely listed as inhibitors. 420,000 compounds, 15% hits; also: nearly all actives have a fitted effect of over 55% in size
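Growth kinetics read by CellTiter-Glo luminescence after ≥48 hr at 37 °C. Cells: DT40 Tdp1-/- stably carrying human TDP1, 400 per well, compound exposure in the absence of CPT (DMSO vehicle).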
Starred values were filed as active, the others as inactive; ? = inconclusive; . = not tested or not shown; & = joins results of further samples; [ ] = dose if it differs, or a comment. Calls follow the shape of the dose curve; as a rule, active = well fitted curve in the direction sought with a large enough effect; inconclusive = small, poorly fitted or top-dose-only effect, or another doubt; inactive = no such curve, though single readings can be large; an effect the other way counts as inactive or inconclusive. % is scaled to controls: 0 for no effect and ±100 for the full control effect; potency is read from the fitted curve at half-maximal effect.

Below each SMILES – KAT2A inh	TDP1 inh	TDP1 cell noCPT
> CC(C)CC(COCc1ccc([N+](=O)[O-])cc1)N1CCN(C(=O)c2ccc(C(F)(F)F)cc2)CCC1=O (centres undefined)
    -12%	-7%	?
> C[C@@H](CN(C)C)CN1c2ccccc2CCc2ccccc21
    0%[21.4 µM]	11%[21 µM]	.
> CCCCn1c(N)c(N(CC)C(=O)CSCc2ccc(C)cc2)c(=O)[nH]c1=O
    -3%	1%	15%
> CCOC(=O)c1sc(=NC(=O)c2ccc(C)cc2)n(C)c1C
    -6%	0%	?
> NC(=O)CC(NC(=O)c1cccc(Br)c1)c1ccc(N2CCC(Br)CC2)c([N+](=O)[O-])c1 (centres undefined)
    -28%	.	?
> CC12CN3CC(C)(CN(C1)C3c1ccc([N+](=O)[O-])o1)C2=O (centres undefined)
    3%	5%	21%
> Cc1nc2cc(F)ccc2n1C1CCN(C(=O)c2c(F)cccc2F)CC1
    -9%	8%	21µM*
> O=C(Nc1ccc(Br)cc1F)C(NS(=O)(=O)c1cccc2nsnc12)c1ccccc1 (centres undefined)
    -12%	5%	-8%
> O=C(NCCc1ccccc1)C(=O)N/N=C/c1ccc2c(c1)OCO2
    -6%	2%	21µM*
> O=c1[nH]c2cc3c(cc2cc1CN(Cc1ccccc1)Cc1nnnn1Cc1ccco1)OCCO3
    ?	6%	?
> O=C(CSc1nnc(-c2ccc(O)cc2)n1Cc1ccco1)N1CCc2ccccc2C1
    -6%	4%	?
> NS(=O)(=O)c1cccc(NC(=O)CN2CCN(Cc3ccc4c(c3)OCO4)CC2)c1
    1%	0%	-20%
> COc1ccc(Cl)cc1S(=O)(=O)N1CCN=C1c1ccccc1
    -12%	0%	-22%
> Cc1cccc(NC(=O)CSc2nnc(NC(=O)CN3CCOCC3)s2)c1
    -8%	-5%	-28%
> CCc1ccc(-c2ccc3nnc(SCC(=O)NCC4CCCO4)n3n2)cc1 (centres undefined)
    -20%	10%	-29%
> COc1ccc(-n2c(SCc3cccnc3)nc3c(c2=O)SCC3)cc1OC
    -10%	8%	12%
> CC1=NN(C(N)=S)C(=O)C1N=Nc1ccc(O)cc1 (centres undefined)
    -6%	-8%	26µM*
> Cc1cccc([C@@H]2[C@@H]3C(=O)N(Cc4ccccc4)C(=O)[C@@H]3[C@]3(Cc4ccccc4)C(=O)N(c4cccc(Cl)c4)C(=O)N23)c1
    -14%	0%	1%
> CN(C)C(=O)c1ccc(Nc2nc(-c3cccs3)nc3ccccc23)cc1
    -8%	.	7.3µM*
> CCN1C(=S)SC(=O)C1=C1C=C(C)N(CCOC)C(C)=C1
    -16%	4%	.
> COc1ccc(Cl)cc1NC(=O)CC(C)c1ccccc1 (centres undefined)
    0%	-5%	?
> Cc1sc(NC(=O)C2=COCCO2)nc1-c1ccc(Cl)cc1
    -1%	-5%	21µM*
> Cn1c(=O)[nH]c(=O)c2c1nc(N1CCCCC1)n2CCCSc1nc2ccccc2s1
    -4%	0%	13µM*
> Cn1c(CN2CCCC2)nc2cc(NS(=O)(=O)c3ccc(Cl)cc3)ccc21
    -9%	4%	-27%
> O=C(NC1CCCC1)C1=COCCO1
    -8%	2%	4%
> O=C(Oc1ccc(C(=S)N2CCCCC2)cc1)c1ccccc1
    -3%	-5%	-8%
> COc1cc(OC)c2c(C)c(CC(=O)NCCc3ccccc3OC)c(=O)oc2c1
    -9%	6%	0%
> C(=NC12CN3CN(CN(C3)C1)C2)c1ccc2c(c1)OCO2
    -5%	-2%	-11%
> O=C(O)c1ccc(/C=C2\SC(=S)N(Nc3ccccc3)C2=O)cc1
    -13%	-11%	0%
> COc1ccc(NC(=O)c2c(C)oc3ccc(O)c(CN4CCCCCC4)c23)cc1
    -2%	4%	23µM*
> CCOc1ccc(OCC)c(NC(=O)Cn2c(C)nc3ccccc3c2=O)c1
    -6%	-6%	?
> Cc1ccc(C(=O)COC(=O)CNC(=O)c2ccccc2)s1
    0%	1%	-4%
> Nc1ncc([N+](=O)[O-])c(N2CCCCCC2)n1
    -5%	6%	-30%
> O=C(NCCCc1nc2ccccc2n1CCCOc1ccccc1)C1CCCCC1
    .	2%	10µM*
> COC(=O)c1ccccc1S(=O)(=O)N1CCC(NC(=O)C(Cc2cccc(OC)c2OC)NC(C)=O)CC1 (centres undefined)
    -5%	4%	3%
> Cc1cccc(NC(=O)c2ccccc2NC(=O)CCC(=O)O)c1
    -2%	-13%	-16%
> O=C(N/N=C/C(Br)=C\c1ccccc1)c1n[nH]c2c1CCC2
    -7%	4%	0.23µM*
> CCOc1ccc(CCNC(=O)COC(=O)Cc2ccc(F)cc2)cc1OCC
    -6%	4%	-14%
> COc1ccc(-c2coc3cc(O)cc(O)c3c2=O)cc1OC
    -10%	1%	24%
> CC1CN(C(=O)CCC(=O)NCc2ccccc2)c2ccccc2O1 (centres undefined)
    ?	.	8%
> COc1ccc(CCNC(=O)CSCc2n[nH]c(=O)[nH]2)cc1OC
    -7%	4%	-9%
> Cc1cc(C)cc(OCc2ccc(C(=O)N3N=C(C(F)F)CC3(O)C(F)F)o2)c1 (centres undefined)
    0%	3%	?
> CCOC(=O)N1CCN(C(=O)c2cnn3c(C(F)(F)F)cc(-c4cccs4)nc23)CC1
    3%	0%	-22%
> O=C(O)CCc1ccc(-c2ccc(F)cc2)n1NC(=O)c1ccco1
    -4%	-5%	2%
> O=C(NCCCNC(=O)c1ccco1)c1ccc(Cl)c(Cl)c1
    -4%	7%	-12%
> O=c1c2sccc2n(Cc2cc(=O)n3cc(Cl)ccc3n2)c(=O)n1-c1ccccc1
    -3%	-3%	-12%
> CC(Oc1ccccc1)C(=O)Nc1ccccc1F (centres undefined)
    -4%	2%	4%
> CCOC(=O)Cn1c(=O)c2c(nc(Br)n2Cc2ccccc2Cl)n(C)c1=O
    0%	1%	23µM*
> O=C(CCNC(=O)C1CCN(S(=O)(=O)c2ccc(F)cc2)CC1)NCCc1ccc(Cl)cc1
    -2%	1%	?
> CCOc1ccc(N2C(=O)CC(N3CCOCC3)C2=O)cc1 (centres undefined)
    -8%	2%	-3%
> O=C(O)CCC(=O)Nc1ccc(-c2nc3ccc(C(=O)c4ccccc4)cc3[nH]2)cc1
    -8%	.	4%
> O=C(O)C1CC=CCC1C(=O)N1CCCC1 (centres undefined)
    1%	1%	?
> COc1ccc(C(CNC(=O)C(C)c2ccc3cc(OC)ccc3c2)N(C)C)cc1 (centres undefined)
    4%	14%	?
> CNS(=O)(=O)c1cccc(C(=O)OCC(=O)Nc2ccccc2F)c1
    1%	-2%	3%
> O=C(Nc1ccccc1)c1ccc(S(=O)(=O)N(CCO)CCO)cc1
    -28%	0%	-1%
> COc1ccc(C2(C(=O)Nc3c(C)n(C)n(-c4ccccc4)c3=O)CCCC2)cc1OC
    4%	1%[56.1 µM]	-8%
> CC(C)NC(=S)Nc1ccc2nc3n(c(=O)c2c1)CCCCC3
    9%	-3%	-8%
> COc1ccc(-c2nc3ccc([N+](=O)[O-])cc3[nH]2)cc1
    -2%	-2%	?
> CCOc1ccc([N+](=O)[O-])c(N)c1
    1%	8%	-27%
> O=C(Cn1cc(S(=O)(=O)N2CCCC2)c(S(=O)(=O)N2CCCC2)c1)Nc1ccc(F)cc1
    0%	5%	-20%

Next part:
Below each SMILES – KAT2A inh	TDP1 inh	TDP1 cell noCPT
> COCCC(=O)N1CCC(Oc2ccc(C(=O)N3CCCC(COC)C3)cc2)CC1 (centres undefined)
    -15%	3%	5%
> COC(=O)c1ccc(C2SCC(=O)N2Cc2ccccc2)cc1 (centres undefined)
    -4%	.	?
> Cc1ccc2oc3c(c(=O)c2c1)C(c1ccc(F)cc1)N(CCCN1CCOCC1)C3=O (centres undefined)
    -3%	4%	.
> C=CCN1C(=O)CSC1=Nc1ccc(O)cc1
    -17%	2%	16µM*
> CCn1c(C)c(P(c2ccccc2)c2ccccc2)[n+]2ccccc12
    -3%	-2%	1.5µM*
> O=C(CCC1N=C2c3ccccc3N=C(SCC(=O)NCC3CCCO3)N2C1=O)NCc1ccc(F)cc1 (centres undefined)
    0%	3%	-29%
> COCCOc1ccc(C(F)(F)F)cc1NC(=O)c1ccc(F)cc1
    -1%	-3%	-3%
> COc1cc(OC)cc(C(=O)N[C@H](C(=O)OCC(=O)c2c[nH]c3ccccc23)C(C)C)c1
    -5%	1%	?
> NC1=NC2(CCCCC2)n2c(nc3ccccc32)N1
    -2%	4%	-26%
> Cc1ccc(N2CC(C(=O)NCc3n[nH]c(=O)c4ccccc34)CC2=O)cc1 (centres undefined)
    -3%	1%[0.505 µM]	-24%
> CSC1=C(C#N)C(c2ccccc2)C(C(C)=O)=C(C)N1 (centres undefined)
    -5%	5%	-2%
> CCOC(=O)[C@@H]1[C@H]2COc3ccccc3[C@@H]2N2C(=O)N(c3ccc(Br)cc3)C(=O)[C@]12C
    -13%	4%	?
> COc1cccc(CNC(=O)CCC2CCCN(C/C=C/c3ccccc3OC)C2)c1 (centres undefined)
    -15%	-5%	23µM*
> CC(Sc1nc(=O)cc(N)n1CCc1ccccc1)C(=O)Nc1ccccc1C#N (centres undefined)
    1%	2%	.
> Cc1ccc(NC(=O)CCS(=O)(=O)c2cccc3nonc23)c(C)c1
    1%	-1%	-2%
> COc1cc(C(=O)NC2CCCCC2)ccc1OCc1ccc(Cl)cc1Cl
    -1%	2%	-18%
> CCN(CC)S(=O)(=O)c1cc(C(=O)Oc2ccccc2OC)ccc1OC
    -2%	2%	-1%
> C/C(Cn1cnc([N+](=O)[O-])n1)=N\NC(=O)c1ccccc1O
    17%	1%	2%
> Cn1c(N)c(C(=O)COC(=O)[C@@H]2CCCN2S(=O)(=O)c2ccc(Cl)cc2)c(=O)n(C)c1=O
    -5%	3%	-25%
> CN(C)c1ccc(C2C=C(c3ccc(Cl)cc3OC(F)F)Nc3ncnn32)cc1 (centres undefined)
    -10%	7%	18µM*
> CCOc1ccc(NC(=O)C2CCCN(c3cnccn3)C2)cc1 (centres undefined)
    -3%&-1%	5%&0%	-19%&-25%
> Cc1ccc(NC(=O)Nc2ccc(F)cc2)nc1
    -6%	9%	-16%
> Cc1ccc2nc3c(cc(C#N)c(=O)n3-c3nnc(SCc4ccc(F)cc4)s3)c(=O)n2c1
    1%	5%	-22%
> CSCC[C@H](NC(=O)OC(C)(C)C)C(=O)N1CCC(C(=O)NCC(=O)Nc2ccc(C)cc2)CC1
    -2%	.	0%
> COc1ccccc1N(O)C1CC(=O)N(c2ccc(Br)cc2)C1=O (centres undefined)
    -29%	-2%	?
> O=C(Nc1ccc(Br)cc1)C1OCCc2ccccc21 (centres undefined)
    -11%	-8%	-3%
> CCSc1nc2ccccc2n1Cc1ccccc1F
    -6%	5%	?
> COc1ccc(-n2c(O)c(/C=N/n3cnnc3)c3ccccc3c2=O)cc1
    -11%	-3%	-3%
> Cc1cccc(C(=O)N2CCCC(Nc3ccc(F)c(F)c3)C2)n1 (centres undefined)
    -5%	5%	-15%
> CC1CCN(c2ccccc2NC(=S)NC(=O)c2ccc(-c3cccc([N+](=O)[O-])c3)o2)CC1
    -2%	6%	?
> Cc1nn(-c2ccccc2)c2c1C(=O)NC(=O)C(C)(C)C2
    0%	6%	-19%
> CC(C)N(Cc1ccccc1)C(=O)c1ccc2nsnc2c1
    -3%	1%	21µM*

An excerpt from above in order of molecular weight, ascending:
Below each SMILES – KAT2A inh	TDP1 inh	TDP1 cell noCPT
> COc1ccccc1N(O)C1CC(=O)N(c2ccc(Br)cc2)C1=O (centres undefined)
    -29%	-2%	?
> CN(C)c1ccc(C2C=C(c3ccc(Cl)cc3OC(F)F)Nc3ncnn32)cc1 (centres undefined)
    -10%	7%	18µM*
> CSCC[C@H](NC(=O)OC(C)(C)C)C(=O)N1CCC(C(=O)NCC(=O)Nc2ccc(C)cc2)CC1
    -2%	.	0%

Copied from the results shown, six compounds:
Below each SMILES – KAT2A inh	TDP1 inh	TDP1 cell noCPT
> CCSc1nc2ccccc2n1Cc1ccccc1F
    -6%	5%	?
> COc1ccc(-n2c(O)c(/C=N/n3cnnc3)c3ccccc3c2=O)cc1
    -11%	-3%	-3%
> Cc1cccc(C(=O)N2CCCC(Nc3ccc(F)c(F)c3)C2)n1 (centres undefined)
    -5%	5%	-15%
> CC1CCN(c2ccccc2NC(=S)NC(=O)c2ccc(-c3cccc([N+](=O)[O-])c3)o2)CC1
    -2%	6%	?
> Cc1nn(-c2ccccc2)c2c1C(=O)NC(=O)C(C)(C)C2
    0%	6%	-19%
> CC(C)N(Cc1ccccc1)C(=O)c1ccc2nsnc2c1
    -3%	1%	21µM*

These rows are one share of the data; rates above refer to the full screens.
